PDI inh: inhibitors of human PDI, primary screen, biochemical, turbidity, single point, plate reader; inhibition, % at 10 µM; Protein disulfide-isomerase (Homo sapiens), P07237; 350,000 compounds, 0.052% hits; PDI insulin aggregation turbidity, A650, 90 min;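 active = mean inhibition across replicates of 30% or more, whatever share of single replicates reach that level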;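 note: absorbance from insulin aggregation driven by PDI reduction with DTT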
Target sequence (P07237 whole entry, looked up): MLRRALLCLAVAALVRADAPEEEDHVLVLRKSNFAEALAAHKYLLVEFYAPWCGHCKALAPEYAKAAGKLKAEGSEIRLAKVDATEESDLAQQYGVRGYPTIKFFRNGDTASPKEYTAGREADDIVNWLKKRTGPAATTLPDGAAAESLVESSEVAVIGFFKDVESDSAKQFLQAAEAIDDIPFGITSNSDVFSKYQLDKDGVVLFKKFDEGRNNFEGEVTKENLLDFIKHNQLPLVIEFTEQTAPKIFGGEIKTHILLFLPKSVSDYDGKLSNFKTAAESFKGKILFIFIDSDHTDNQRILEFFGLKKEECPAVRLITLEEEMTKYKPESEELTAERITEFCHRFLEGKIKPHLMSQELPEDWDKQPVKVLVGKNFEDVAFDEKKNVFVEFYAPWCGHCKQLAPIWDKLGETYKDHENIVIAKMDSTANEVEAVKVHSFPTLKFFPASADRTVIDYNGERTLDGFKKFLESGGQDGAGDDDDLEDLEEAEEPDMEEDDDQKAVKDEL
Shn3 inh set2: reduction of Shn3 3'UTR firefly luciferase signal, primary screen, Schnurri-3 inhibitor project, cell-based, Clone20 osteoblasts, set 2; AID 588674, 2011; 360,000 compounds, 0.52% hits; Clone20 osteoblast Shn3 3'UTR firefly luciferase, 24 h; inhibition, % at 12.5 µM;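 active = mean inhibition of at least 75% with every replicate also reaching 75%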;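 note: 0% = median of neutral control wells and 100% = pilot-screen positive control compound; some compounds past the cut are filed as inactive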
Vif imaging: HIV Vif self-association inhibitors, primary screen, imaging, HEK293T, single point; 340,000 compounds, 0.35% hits; HEK293T cells, Vif self-association by quenched fluorescence, 24 h; inhibition, % at 7.49 µM; in the data active = inhibition above about 50%, passing the limit was not always enough; note: some results filed as inactive read as strong as hits
CaV13 ICDI inh: Disruptors of the CACNA1D IQ motif to Ca2+-dependent inactivation inhibitor domain association, primary screening, Förster resonance energy transfer in intact living …; HEK cells, CFP/YFP FRET ICDI-IQ, plate reader, 10 min; percent FRET-ratio fall versus neutral wells; inhibition, % at 12.3 µM; 340,000 compounds, 0.098% hits; AID 743397;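 active = mean replicate inhibition of at least 30% and at least 1% of replicates passing that level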;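 note: 0% = median of the neutral control wells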
CF NFkB inh: inhibitors of PAF-induced NF-kB signaling, primary screen, cell-based, GFP fluorescence, uHTS. 360,000 compounds, 0.86% hits. AID 588850, 2011. KKLEB NF-kB-GFP reporter, GFP fluorescence overnight. inhibition, % at 5 µM;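 active = at least 50% inhibition at 5 µM, scaled per plate between neutral and stimulator controls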;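 note: PAF is a Pseudomonas aeruginosa culture filtrate used as stimulus; plate controls were PAF-stimulated DMSO wells for no effect and unstimulated DMSO wells for full effect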
TRPM1 prom inh: inhibitors of MITF-dependent TRPM1 promoter reporter, primary screen, cell-based, SK-MEL-5, single point, luciferase; SK-MEL-5 TRPM1 promoter luciferase, 24 h; inhibition, % at 12.5 µM; 330,000 compounds, 0.83% hits;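 active = mean inhibition across replicates of 60% or more, whatever share of single replicates reaches that level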; note: values of inactives mirror those of a sister screen read the other way
HIF-2a inh: HIF-2a reporter inhibitors, primary screen, luminescence, 786-0 RCC cells; AID 624352, 2012; 786-0 RCC cells HIF-2a reporter, luciferase luminescence, overnight; 360,000 compounds, 0.72% hits; inhibition, % at 18.8 µM;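 active = inhibition of the luminescence signal of 40% or more relative to plate controls, in a single-dose primary screen at 18.75 µM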
NR2E3 ag-1: NR2E3 agonists in two-hybrid cells, primary screen, cell-based, luminescence, CHO-S, Gal4-NCOR/VP16-NR2E3 | luciferase | AID 602229, 2012 | inhibition of corepressor binding, % at 3.98 µM | 360,000 compounds, 0.35% hits | Photoreceptor-specific nuclear receptor (Homo sapiens), Q9Y5X4;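 active = inhibition above the mean of all tested compounds plus 3 SD, cut at about 70% in these data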;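 note: 0% = DMSO with NR2E3 transfected cells and 100% = cells lacking NR2E3 construct; higher means lower luciferase signal from less NR2E3 corepressor binding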
Target sequence (Q9Y5X4 whole entry, looked up, the tested form may be a part): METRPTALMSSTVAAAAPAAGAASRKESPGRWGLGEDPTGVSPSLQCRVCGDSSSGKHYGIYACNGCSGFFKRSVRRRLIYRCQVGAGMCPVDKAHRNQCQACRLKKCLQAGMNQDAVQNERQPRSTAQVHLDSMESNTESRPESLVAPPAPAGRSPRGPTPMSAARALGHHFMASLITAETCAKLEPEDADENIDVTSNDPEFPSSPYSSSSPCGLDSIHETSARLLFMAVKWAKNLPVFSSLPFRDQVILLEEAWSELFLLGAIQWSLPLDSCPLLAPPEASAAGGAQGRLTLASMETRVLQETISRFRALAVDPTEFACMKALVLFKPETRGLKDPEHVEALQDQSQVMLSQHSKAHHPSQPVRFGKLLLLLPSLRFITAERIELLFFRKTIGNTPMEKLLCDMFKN
NR2E3 ag-2: inhibitors of NR2E3-RetCOR corepressor binding, primary screen, NR2E3 agonist project, biochemical, TR-FRET, GST-NR2E3, biotin-RetCOR; Photoreceptor-specific nuclear receptor (Homo sapiens), Q9Y5X4; 1536-well; inhibition of corepressor binding, % at 4.78 µM; 320,000 compounds, 0.12% hits; AID 2300, 2010;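 active = percent inhibition above the cutoff of mean plus 3 SD of all tested compounds, set per screening campaign, cut at about 20% in these data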;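 note: 0% = DMSO wells and 100% = biotin wells as full block of FRET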
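Assay system: NR2E3–RetCOR corepressor complex. Quantity: 1.35 nM GST-NR2E3. Buffer or medium: pH 7.5 Tris-based buffer. Reagent: biotinylated RetCOR corepressor at 7 nM final. Schedule: 5 h at 4 °C. Detection: TR-FRET, emission read at 617 and 671 nm. Replicates: one well per compound, singlicate testing.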
Peg3 promoter: Peg3 promoter-driven luciferase inhibitors, primary screen, cell-based, HeLa, luciferase luminescence; inhibition, % at 20 µM; HeLa PEG-Prom luciferase reporter, overnight; AID 588405, 2011; 360,000 compounds, 1.7% hits;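 active = inhibition of at least 50% at 20 µM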
KKLEB cytotox: cytotoxicity in KKLEB CF airway cells, primary screen, cytotoxicity control for CF NF-kB inhibitor project, cell-based, uHTS, fluorescence assay plates; KKLEB CF airway cells viability, ATPlite luminescence, overnight; hits give low values; cells stimulated with P. aeruginosa culture filtrate; activity change (cytotoxicity), % at 5 µM; 360,000 compounds, 0.36% hits; AID 602141, 2011;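 active = corrected activity change at or below -50% at 5 µM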
The depositor's hits bear a star; x = not tested or not shown.

SMILES	PDI inh	Shn3 inh set2	Vif imaging	CaV13 ICDI inh	CF NFkB inh	TRPM1 prom inh	HIF-2a inh	NR2E3 ag-1	NR2E3 ag-2	Peg3 promoter	KKLEB cytotox
COc1ccc(OC)c(CCNC(=O)CCc2cn(C)c3ccccc23)c1	8	15	1	-4	1	-21	8	-18	1	18	-14
Cc1ccc(S(=O)(=O)CC(C)(O)CS(=O)(=O)c2ccc(C)cc2)cc1	5	-2	13	-2	5	0	1	2	0	7	6
COc1ccc(C(=O)N2CCCC(Nc3ccc(C)c(C)c3)C2)cc1F (configuration not stated)	0	2	1	-11	-27	-8	5	17	-2	10	8
COc1ccc(C2Nc3ccccc3C(=O)N2NS(=O)(=O)c2ccccc2)cc1OC (configuration not stated)	6	5	-2	-5	-5	10	5	-12	2	4	6
O=C(NNC(=O)c1nn(-c2ccc(F)cc2)ccc1=O)Nc1cccc(Cl)c1	-1	3	x	-5	7	-13	14	1	0	3	-5
CCCCCCOC(=O)/C=C/c1c(C)[nH]c(=O)[nH]c1=O	10	25	-1	x	7	4	7	5	6	40	-14
Cc1nnc(Sc2cc(C(=O)NCCCOC(C)C)c3ccccc3n2)s1	1	1	0	-1	-3	2	15	-16	2	5	-22
Cc1ccc(NS(=O)(=O)c2ccc(C(=O)NCc3ccncc3)cc2)cc1	17	25	-14	-5	-27	7	26	11	3	10	0
Cc1[nH][nH]c(=O)c1C(c1ccc([N+](=O)[O-])cc1)c1c(C)[nH][nH]c1=O	3	-4	-1	-4	-8	15	6	8	2	-10	-1
COCCn1c(=NC(=O)C2COc3ccccc3O2)sc2cc(S(N)(=O)=O)ccc21 (configuration not stated)	-3	12	x	-4	5	2	17	-3	-4	24	-13
Cn1c(C(O)c2ccc3c(c2)OCO3)nc2ccccc21 (configuration not stated)	10	3	3	-2	25	11	8	-2	1	3	-2
Cc1ccc(Cl)cc1N(C(=O)c1csnn1)C(C(=O)NC1CCCC1)c1ccco1 (configuration not stated)	14	7	1	-5	-6	-11	7	-30	3	17	0
CCOC(=O)N1CCN(S(=O)(=O)c2cccc3nsnc23)CC1	-5	3	-2	-3	3	-4	8	-4	1	4	8
CCC(=O)N1CCN(c2ccc(NC(=O)c3ccc(N4CCCC4)c([N+](=O)[O-])c3)cc2)CC1	-12	12	-2	-5	9	14	-9	3	3	-4	4
Cc1cccc(-c2c3c(nc4c2c(=O)n(C)c(=O)n4C)-c2ccccc2C3O)c1 (configuration not stated)	2	-1	x	-2	-19	-1	15	-17	2	17	3
Cc1ccc(S(=O)(=O)NC(=O)Nc2cccc(C)n2)cc1	1	-1	4	-4	8	x	8	-5	1	3	-2
COc1ccc(NC(=O)c2cc(C3CCCCN3S(=O)(=O)c3cn(C)cn3)on2)c(C)c1 (configuration not stated)	10	-1	11	-6	-33	x	3	-6	x	-13	14
Clc1ccc(-c2nnc(N3CCCC3)nn2)cc1	-4	-87	-3	-5	-10	-24	-232	-107	-4	-208	8
CCOc1ccccc1C(=O)N/N=C/c1coc2ccc(C)cc2c1=O	7	0	1	x	71*	12	23	-2	x	7	-31
Cc1c(OCC(=O)C(C)(C)C)ccc2c(-c3ccccc3)cc(=O)oc12	17	12	-4	-2	10	-4	3	-27	-5	14	11
COc1cc(C(=O)NCCSc2ccc(Cl)cc2)cc(OC)c1OC	-2	7	-10	-4	2	5	22	-6	0	24	-8
O=C(O)CCCCCCCCCCCc1ccccc1	x	4	-26	x	8	3	9	-18	0	-1	6
COC(=O)c1c(C(=O)OC)c2oc3ccccc3n2c1Cl	9	-3	7	x	-10	10	-4	-15	-1	-5	0
Cc1ccc(-c2cc3nc(-c4ccc(Br)cc4)cc(N)n3n2)cc1	-11	10	1	-4	-7	14	-34	-16	3	-20	-1
COC(=O)CCCC[C@@H]1SC[C@@H](NC(=O)OC)[C@@H]1NC(=O)OC	-2	15	-3	-4	-10	4	14	-6	1	2	0
COc1ccc(/C=N\NC(=O)c2ccc(=O)[nH]n2)cc1O	1	-8	5	-3	5	0	28	26	-2	1	2
COc1ccc(N(C(=O)CNC(=O)c2ccco2)C(C(=O)NCC2CCCO2)c2ccccc2)cc1 (configuration not stated)	-21	-3	-1	-3	-12	3	11	-1	4	1	6
C=CCC(Nc1ccccc1)c1cccc(OC)c1OC (configuration not stated)	0	x	-4	-5	-16	x	-37	-17	-7	2	7
Clc1ccc(Cc2nc(-c3ccncc3)no2)cc1	0	0	-2	-18	14	-5	-53	-12	-1	-19	-4
COc1ccc(S(=O)(=O)N(CC(=O)N2CCN(C)CC2)c2ccc(C)cc2)cc1Br	-2	13	x	-5	-23	-10	7	-14	x	6	-3
CCOC(=O)c1c(-c2ccccc2)oc2ccc(O)c(CN(C)C)c12	0	12	-13	-6	6	2	7	23	-1	39	-23
O=S(=O)([N-]c1nc2ccccc2nc1-[n+]1ccccc1)c1ccc(F)cc1	-4	-21	-8	-6	8	-13	23	3	1	13	-7
COc1cc(C(=O)OCC(=O)NCc2ccccc2)cc(NC(=O)c2ccco2)c1OC	-1	-3	-2	x	-30	-5	13	-14	-1	9	-7
Cn1ccnc1SCC(=O)n1c2c(c3ccccc31)CCCC2	16	-8	-14	-5	8	-13	-3	11	0	4	-5
NC(=O)CSc1ncnc2c1oc1ccccc12	1	8	x	-7	-3	5	-3	-6	-1	-28	2
O=C(NCc1cccc(Cl)c1)C1CCCN(c2ncnc3c2nc2n3CCCCC2)C1 (configuration not stated)	14	-4	0	-2	11	12	-2	1	2	20	10
O=C(NNC1CC(=O)N(c2cccc(Cl)c2)C1=O)c1cccnc1 (configuration not stated)	15	-13	x	-1	11	-1	18	24	-6	17	-8
COc1cc2c(cc1OC)C(CC(=O)O)N(C(=O)CC1CCCC1)CC2 (configuration not stated)	-1	4	12	-4	-6	7	7	-24	4	3	9
Cc1cc(C)c2nc3nc(C)cc(C)c3c(N)c2c1	2	-5	7	-5	-116	69*	-13	-48	-1	60*	6
CCOC(=O)N1CCN(S(=O)(=O)N2CCCC(C(=O)NCc3cc(Br)ccc3OC)C2)CC1 (configuration not stated)	3	59	x	-6	-13	x	15	-3	x	4	-2
COc1cc(CN2CCNC(=O)C2CC(=O)O)cc(OC)c1 (configuration not stated)	9	17	7	-4	-5	6	18	-12	1	16	8
Cc1ccc(NC(=O)c2ccc(=O)[nH]n2)cc1C	-2	-20	4	-20	-6	-14	-178	-40	-1	-133	6
COC(=O)c1ccccc1S(=O)(=O)N1CCC(C(=O)NCCC2=CCCCC2)CC1	9	-13	-2	-2	-8	-5	-8	8	1	-6	6
Cc1ccc(NC(=S)/C(=C(\[O-])c2ccc(Cl)s2)[n+]2cccc(CO)c2)cc1C	8	1	-2	4	2	18	-79	-13	-3	-43	-6
Cc1c(C)c(C)c(C(=O)c2ccc(NC(=O)c3ccccc3C(=O)O)cc2)c(C)c1C	-19	4	-1	-18	-7	5	29	9	0	11	24
Cc1c(C(=O)N2CCN(c3ccccc3)CC2)sc2ncnc(N3CCN(c4ccccn4)CC3)c12	-3	15	20	-2	-13	27	13	-9	3	56*	-11
O=C(COC(=O)c1cccc(C(=O)OCC(=O)NCc2ccc(F)cc2)n1)NCc1ccc(F)cc1	12	-19	2	-2	6	1	21	-15	2	10	10
Nc1ncncc1-c1ccc([N+](=O)[O-])cc1	-8	3	-1	-7	0	0	-1	0	4	-7	13

Entries from the list above with a Cl atom (9):
SMILES	PDI inh	Shn3 inh set2	Vif imaging	CaV13 ICDI inh	CF NFkB inh	TRPM1 prom inh	HIF-2a inh	NR2E3 ag-1	NR2E3 ag-2	Peg3 promoter	KKLEB cytotox
O=C(NNC(=O)c1nn(-c2ccc(F)cc2)ccc1=O)Nc1cccc(Cl)c1	-1	3	x	-5	7	-13	14	1	0	3	-5
Cc1ccc(Cl)cc1N(C(=O)c1csnn1)C(C(=O)NC1CCCC1)c1ccco1 (configuration not stated)	14	7	1	-5	-6	-11	7	-30	3	17	0
Clc1ccc(-c2nnc(N3CCCC3)nn2)cc1	-4	-87	-3	-5	-10	-24	-232	-107	-4	-208	8
COc1cc(C(=O)NCCSc2ccc(Cl)cc2)cc(OC)c1OC	-2	7	-10	-4	2	5	22	-6	0	24	-8
COC(=O)c1c(C(=O)OC)c2oc3ccccc3n2c1Cl	9	-3	7	x	-10	10	-4	-15	-1	-5	0
Clc1ccc(Cc2nc(-c3ccncc3)no2)cc1	0	0	-2	-18	14	-5	-53	-12	-1	-19	-4
O=C(NCc1cccc(Cl)c1)C1CCCN(c2ncnc3c2nc2n3CCCCC2)C1 (configuration not stated)	14	-4	0	-2	11	12	-2	1	2	20	10
O=C(NNC1CC(=O)N(c2cccc(Cl)c2)C1=O)c1cccnc1 (configuration not stated)	15	-13	x	-1	11	-1	18	24	-6	17	-8
Cc1ccc(NC(=S)/C(=C(\[O-])c2ccc(Cl)s2)[n+]2cccc(CO)c2)cc1C	8	1	-2	4	2	18	-79	-13	-3	-43	-6
